# Tb hexokinase = blocks Trypanosoma brucei hexokinase 1 activity | inhibition, % at 10 µM | recombinant TbHK1, G6PDH-coupled NADH A340 | 220,000 compounds, 0.11% hits;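 active = inhibition of 50% or more in the single-dose primary screen; inactive = inhibition below 50%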
# Hck-Nef inh = inhibitors of human Hck kinase activated by Nef | P08631 | Recombinant Hck-YEEI plus Nef, Z-Lyte FRET kinase assay | inhibition, % at 20 µM | 220,000 compounds, 0.68% hits | AID 463187;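 active = Hck-Nef kinase inhibition above about 50%, limit read from the data; inactive = inhibition below that limit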;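 also: 0% = DMSO with Hck plus Nef and 100% = Hck alone without Nef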
# Runt-CBFb FRET = blocks binding of human RUNX1 Runt domain to CBFb. Cerulean-Runt/Venus-CBFb FRET ratio 530/480, 1 h. 220,000 compounds, 0.46% hits. inhibition, % at 20 µM. Q01196+Q13951;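 active = inhibition over about 50% at 20 µM in the single-dose screen, limit read from the data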;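 also: 0% = DMSO wells and 100% = excess unlabeled CBFb competitor control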
# Target sequence (Q01196 whole entry, looked up, the tested form may be a part): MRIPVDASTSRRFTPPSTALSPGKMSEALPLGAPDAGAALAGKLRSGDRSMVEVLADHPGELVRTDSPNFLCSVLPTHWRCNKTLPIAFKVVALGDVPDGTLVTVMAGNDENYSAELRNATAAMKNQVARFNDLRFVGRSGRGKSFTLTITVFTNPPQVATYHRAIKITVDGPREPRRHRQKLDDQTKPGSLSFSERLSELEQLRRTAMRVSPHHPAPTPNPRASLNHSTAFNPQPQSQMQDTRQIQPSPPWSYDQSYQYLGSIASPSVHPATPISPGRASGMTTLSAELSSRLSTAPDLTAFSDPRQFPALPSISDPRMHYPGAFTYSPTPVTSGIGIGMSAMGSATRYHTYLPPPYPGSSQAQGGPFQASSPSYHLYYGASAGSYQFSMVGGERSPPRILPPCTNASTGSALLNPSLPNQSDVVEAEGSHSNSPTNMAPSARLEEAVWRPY
# Target sequence (Q13951 whole entry, looked up, the tested form may be a part): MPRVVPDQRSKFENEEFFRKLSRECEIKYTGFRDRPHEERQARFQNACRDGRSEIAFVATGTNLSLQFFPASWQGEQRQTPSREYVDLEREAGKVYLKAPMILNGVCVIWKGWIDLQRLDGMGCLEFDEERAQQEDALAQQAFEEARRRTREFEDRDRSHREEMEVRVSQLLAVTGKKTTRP
#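 Measured by: fluorescence energy transfer, 422 nm excitation, 530/480 nm emission; Assay system: Cerulean-Runt domain; Medium: Tris pH 7.5 buffer with BSA; Measure: loss of energy transfer signal; Controls: 5 µM unlabeled CBFb as full-inhibition high control; Incubation: protein complex preformed 1 h, compound exposure 1 h, room temperature, dark.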
# MDM2 E3 inh = inhibitors of human Mdm2 E3 ubiquitin ligase. Q00987. cell-based MDM2 ubiquitination luciferase reporter, 2 h; 0 = plate control, 100 = twice control, blank-subtracted. signal enhancement, % at 5 µM. 210,000 compounds, 0.11% hits;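 active = signal enhancement of 30% or more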;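 also: luminescence tracks abundance of the self-degrading MDM2-luciferase fusion protein; higher signal means inhibition of MDM2 E3 ligase activity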
#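 system = mammalian cells stably expressing self-ubiquitinating, self-degrading MDM2 E3–luciferase fusion | quantity = 2000 cells per well seeded | incubation = 4 h cell settling then 2 h compound exposure, 37 °C | signal = SteadyLite luminescence, 15 min reagent step | benchmarks = plate control and blank wells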
# zVAD death inh = blocks zVAD induced death of L929 cells | 220,000 compounds, 0.38% hits | L929 zVAD necroptosis rescue, ATP luminescence, 24 h; with zVAD 60 µM | viability rescue, % at 10 µM | AID 1377;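 active = activation, scaled between plate controls, above about 75%, limit read from the data; inactive = activation under that limit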;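 also: 0% = zVAD with DMSO and 100% = DMSO alone without zVAD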
# Runt-SMMHC FRET = blocks binding of human RUNX1 Runt domain to CBFb-SMMHC; inhibition, % at 20 µM; 220,000 compounds, 0.74% hits; Cerulean-Runt/Venus-CBFb-SMMHC FRET ratio 530/480, 1 h;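 active = mean inhibition across duplicate retests at 20 µM reaching about 50%, limit read from the data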;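 also: 0% = DMSO wells and 100% = wells with excess untagged CBFb-SMMHC; inhibitors lower the FRET ratio by blocking Runt binding to CBFb-SMMHC; some results filed as inactive read as strong as hits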
# EBV gp42 inh = blocks Epstein-Barr virus glycoprotein 42 binding | inhibition, % (tested at 21.74 µM) | Fluorescence polarization binding assay, mP read-out | Q1HVG2 | 220,000 compounds, 0.42% hits; in the data active = inhibition above about 50%
# NCF1 inh = inhibitors of human p47phox binding; 220,000 compounds, 0.53% hits; inhibition, % at 24.7 µM; p47phox/p22phox peptide binding, fluorescence polarization, 2 h; P14598;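 active = inhibition above about 30%, limit read from the data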;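 also: 0% = p47phox with labelled peptide and 100% = labelled peptide alone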
# 14-3-3 Bad inh = disrupts binding of bovine 14-3-3 zeta to phospho-Bad peptide; TR-FRET 14-3-3zeta/Dy647-pBad peptide displacement, 1 h; inhibition, % at 21.7 µM; 220,000 compounds, 0.71% hits; AID 781;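 active = inhibition above about 70%, limit read from the data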;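 also: 0% = full 14-3-3 plus peptide FRET controls and 100% = background without 14-3-3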
# Target sequence (P63103 whole entry, looked up): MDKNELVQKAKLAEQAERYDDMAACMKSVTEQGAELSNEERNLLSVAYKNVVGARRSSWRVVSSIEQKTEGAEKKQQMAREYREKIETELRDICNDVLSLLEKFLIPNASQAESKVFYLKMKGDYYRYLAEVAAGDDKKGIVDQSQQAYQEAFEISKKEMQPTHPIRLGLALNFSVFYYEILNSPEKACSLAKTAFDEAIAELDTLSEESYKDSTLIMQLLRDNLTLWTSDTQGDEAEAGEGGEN
# Starred values were filed as active, the others as inactive; . = no result given; [ ] = remark or other dose.
# Screens in order – Tb hexokinase	Hck-Nef inh	Runt-CBFb FRET	MDM2 E3 inh	zVAD death inh	Runt-SMMHC FRET	EBV gp42 inh	NCF1 inh	14-3-3 Bad inh
Fc1ccc2nc(N3CCOCC3)sc2c1
  4	5	1	-16	3.0	0	5	-1	-10
Cc1ccc(S(=O)(=O)N2CCCCC2)cc1NC(=O)Cn1c(=O)cnc2ccccc21
  -6	10	-3	-6	-0.1	-2	-7	-5	4
c1cnc(N2CCN(c3cnccn3)CC2)nc1
  2	-10	-1	-6	0.4	-1	-3	-6	0
CCCCCCCCCCCCOC(=O)C[N+](C)(C)C
  15	31	-2	-13	0.0	-1	-22	-9	7
O=C(Nc1ccc(Cl)cc1)NC1CCCc2ccccc21 (centres undefined)
  -191	1	0	-18	0.7	1	-21	3	-10[fluorescence artefact?]
Clc1cccc(Cl)c1-c1noc(-c2ccno2)n1
  0	10	1	-10	0.6	-2	-9	-15	-6
c1coc(CNc2c3c(nc4ccccc24)CCC3)c1
  -22	7	12	-26	-0.7	44	9	1	3
CCC1(CC)Cc2ccccc2-c2nc(NCCO)[nH]c(=O)c21
  -12	11	0	3	0.2	2	-9	-14	2
COC(=O)C1=C(C)NC(=O)CC1c1ccc(F)c(Br)c1 (centres undefined)
  -4	8	-1	-3	0.0	0	-4	-6	10
O=C1CCC2(CC1)NC(=O)N(c1ccccc1)N2
  -3	23	3	13	-0.3	-2	-17	-2	-13
Cc1ccc(C)c(Cn2nnc3c(=O)[nH]c(C4CCCN(C(=O)C5CCCCC5)C4)nc32)c1 (centres undefined)
  4	1	-9	-11	0.0	2	-9	-13	4
CC(=O)Nc1ccc(OC(=O)c2cccs2)cc1
  1	1	3	-14	0.3	4	11	-9	4
Cc1ccc(-c2csc(CC(N)=O)n2)cc1
  -6	15	2	-6	0.7	0	-15	-6	-6
O=C(Nc1ccccc1-c1ccccc1)NC1CC2CCCC(C1)N2CCc1ccccc1 (centres undefined)
  14	1	1	-8	-0.2	1	10	-23	-8[fluorescence artefact?]
Cc1cc(NC(=O)CSc2nnc(COc3ccccc3)n2Cc2ccco2)no1
  0	4	1	.	0.1	2	-5	-13	-13
CC(OC(=O)c1nsc(Cl)c1Cl)C(=O)NCc1cccs1 (centres undefined)
  2	0	-1	-7	-0.4	4	-29	-12	7
CCOc1ccc(C(=O)Nc2ncccc2Cl)cc1
  2	0	-3	-10	9.7	-1	-22	-3	4
COC(=O)C1=C(COc2ccc(F)cc2)NC(=O)NC1c1ccc(C)cc1C (centres undefined)
  2	-2	-4	-21	-0.2	-8	-9	-9	-1[fluorescence artefact?]
CCOC(=O)C1(Cc2ccccc2)CCN(Cc2ccc(COC)o2)CC1
  -1	7	1	-7	-1.1	0	-8	-1	-12
O=C(COC(=O)c1ccccc1)NCC1CCCO1 (centres undefined)
  8	2	1	-8	0.2	-7	-5	8	2
O=C(CSc1cc(Cl)ccc1Cl)NCC1CCCO1 (centres undefined)
  1	0	-2	-5	-0.5	0	-17	-2	-2
Cc1nn(C)c(Cl)c1CN1CCC(CO)(CC2CCCCO2)CC1 (centres undefined)
  -3	21	.	-13	0.1	.	-7	-7	-9
Cc1cc(NC(=S)N(CCCN2CCN(C)CC2)Cc2ccco2)ccc1Cl
  11	-23	4	-19	-1.4	-4	4	-4	2
CC(=O)c1ccc(N2CCN(c3ccc(S(=O)(=O)N4CCN(C)CC4)cn3)CC2)cc1
  -46	0	-3	-17	0.3	0	-1	-4	11[fluorescence artefact?]
O=S(=O)(c1cccc(-c2nc3ccccc3s2)c1)N1CCCC1
  3	14	1	-18	-0.2	0	-10	-5	-5
Cc1cc(C)n(-c2ccc(C(=O)OCC(=O)NCc3ccc(F)cc3)cc2)n1
  1	3	-2	-1	0.0	-2	-7	-1	0[fluorescence artefact?]
CCOC(=O)c1cc(CO)cc(C(=O)OCC)c1
  -1	3	-1	-3	-0.3	4	-6	-14	-4
Brc1ccc(CSc2nnc(Cc3c[nH]c4ccccc34)o2)cc1
  2	-8	-1	-18	0.0	3	2	-15	17[fluorescence artefact?]
Fc1cccc(Cl)c1/C=N/n1c(-c2cccnc2)n[nH]c1=S
  4	13	12	45*	17	24	-3	7	10
Cc1ccc(-c2noc(CCC(=O)N(C)c3ccccc3C)n2)cc1
  -2	-18	-4	-6	-0.1	4	-28	-7	10
COc1cccc2c1OC[C@@H](CO)[C@H]2N(C)C(=O)Nc1ccc(Cl)cc1
  2	1	3	3	0.2	8	-15	-9	-11
Cc1cc(C)c(C)c(S(=O)(=O)N2CCN(CC(=O)Nc3ccc([N+](=O)[O-])cc3)CC2)c1C
  -5	1	-6	.	0.3	-9	-17	-12	-5
O=C(Nc1ccccc1Cl)c1ccccc1Oc1ccc(C(F)(F)F)cc1[N+](=O)[O-]
  12	-1	1	-19	-0.2	-3	8	7	0
COc1cc2c(cc1OC)C(/C(C#N)=N\O)=NC(C)(C)C2
  -9	8	0	-3	-0.8	-4	0	-5	10
Cc1ccc(NC(=O)CS(=O)CC(=O)Nc2cccc(C)c2C)cc1F (centres undefined)
  8	2	-1	-11	0.9	-1	-1	-9	4
Cc1ccc(C)c(NC(=O)c2nc(-c3ccccc3)n(-c3ccccc3)n2)c1
  9	1	-1	2	-0.6	-3	-29	3	12
CCCn1nnnc1SCC(=O)N1CCCc2ccccc21
  -2	-1	1	-18	-0.5	5	8	0	-16
c1cc2nnnn2nc1N1CCCCC1
  -8	4	-2	-4	-0.1	1	-2	-5	8
O=C1CCCN1CCC1CCCCN1Cc1nc(COc2ccccc2)no1 (centres undefined)
  -6	8	1	-2	-0.8	-1	-8	-32	-6
CNC(=O)Nc1cccc(NC(=O)NC)n1
  2	1	0	-13	18	-1	-5	-2	1
CCn1c(CSc2nc3ccccc3s2)n[nH]c1=S
  9	-24	-10	-22	-0.5	6	1	-6	-2
Cc1c(-n2c(SCC(=O)NC(C)C(C)C)nc3ccccc3c2=O)c(=O)n(-c2ccccc2)n1C (centres undefined)
  -1	22	-1	2	0.9	-2	-1	10	9
O=C1C2CCCN2c2ccc(S(=O)(=O)N3CCOCC3)cc2N1Cc1ccccc1F (centres undefined)
  -9	0	0	-23	-0.3	-6	-3	-18	7
O=C(c1cccs1)N(c1ccc(Br)cc1)C1C=CS(=O)(=O)C1 (centres undefined)
  8	16	0	-4	-0.7	-1	3	2	10
COC(=O)C1CCN(C(=O)C(C)Oc2ccc(Cl)cc2Cl)CC1 (centres undefined)
  -1	0	1	-6	-0.8	1	-8	-8	-1
CCC(Sc1nnc(C)s1)C(=O)Nc1nccs1 (centres undefined)
  -3	0	0	-3	1.1	-1	-3	-6	-4
Cc1ccnc(SCC(=O)N2CCN(c3cccc(Cl)c3)CC2)n1
  -1	1	4	-11	-0.3	2	7	-9	-4
COC(=O)Nc1nnc(-c2ccc(OC)cc2)s1
  -12	-1	2	-15	0.9	-4	-3	-5	1
COc1ccc(Nc2oc(COc3ccc(OC)cc3)nc2C#N)cc1
  -3	0	-1	1	0.0	-1	-9	-13	3
Cc1c2ccccc2nc2c(F)c(N(C)C)c(F)c(F)c12
  -10	-2	-6	-16	1.9	-44	197*	18	-4
Cc1cc(-c2c(C)n([O-])c(C)c(C)[n+]2=O)ccc1F
  -9	0	-1	-1	0.3	2	-11	-6	-2
CCN(CC(=O)NCc1ccc(Cl)cc1)C(=O)c1ccc(S(=O)(=O)N(C)C)cc1
  2	2	0	5	0.3	-1	-16	1	-21
Cc1ccnc(NC(=O)CCC(=O)N(CC(=O)NC(C)(C)C)c2ccc3c(c2)OCCO3)c1
  -7	14	-2	-14	0.0	-1	-11	0	-2
CCCn1ccc(O)c(Cc2ccc(Cl)cc2)c1=O
  -6	-12	-2	2	5.9	-2	3	-20	-11
O=C(Nc1nc(-c2ccccn2)cs1)C1CC1
  6	24	3	-5	0.1	5	2	-5	-2
COc1ccc(C(=O)C2CCN(C(=O)c3ccc(C)cc3)CC2)cc1
  3	2	-3	-7	0.0	-1	-1	-4	0
CCOC(=O)C1=C(C)N=c2s/c(=C\c3cc(OC)c(OC)c(OC)c3)c(=O)n2C1/C=C/c1ccccc1 (centres undefined)
  1	-1	-94	-9	0.4	-233	26	-20	11[fluorescence artefact?]
Cc1cc(=O)oc(C)c1C(=O)OCC(=O)c1ccccc1
  3	0	-2	-17	-0.2	1	-10	-6	-14
CC1(C)CC(=O)C=C(NC2CCCCCCC2)C1
  -1	0	-2	.	0.1	-1	-15	-10	3
COc1cc(/C(C)=N/NC(=O)Cc2c(C)[nH][nH]c2=O)ccc1O
  -19	0	2	-6	0.8	4	6	-13	-9

# Following part.
# Screens in order – Tb hexokinase	Hck-Nef inh	Runt-CBFb FRET	MDM2 E3 inh	zVAD death inh	Runt-SMMHC FRET	EBV gp42 inh	NCF1 inh	14-3-3 Bad inh
CSc1nc2ccc(NS(=O)(=O)c3ccc([N+](=O)[O-])cc3)cc2s1
  -12	7	0	-13	-0.1	0	3	-9	0
CN1CCN(Cc2nc(N)nc(Nc3ccc4c(c3)OCCO4)n2)CC1
  3	1	-1	-8	-0.3	-4	-6	-13	-8[fluorescence artefact?]
O=c1oc2ccccc2c(Nc2ccccc2)c1[N+](=O)[O-]
  -5	7	-3	1	0.4	-8	-5	-4	-6
Clc1cccc(Cc2ccc(Cl)nn2)c1
  6	26	1	-11	0.2	0	-1	-3	-5
CSc1nc(C)c(CCOC(=O)c2cccc(C)c2)c(=O)[nH]1
  -3	1	0	-21	1.1	1	-19	-10	0
CC(C)(C)C(=O)Cn1c(=N)n(Cc2ccccc2)c2ccccc21
  8	-6	1	2	-3.5	0	-17	-13	13[fluorescence artefact?]
NC(=O)[C@H]1CC2(CC(c3cccc(NC(=O)c4ccccc4)c3)=NO2)CN1C(=O)[C@H]1CCC(=O)N1 (some centres undefined)
  -1	1	-3	-19	-0.1	1	-5	4	-7[fluorescence artefact?]

# Exported as labelled records: 4 of the compounds above.
> CSc1nc2ccc(NS(=O)(=O)c3ccc([N+](=O)[O-])cc3)cc2s1
- Tb hexokinase = -12
- Hck-Nef inh = 7
- Runt-CBFb FRET = 0
- MDM2 E3 inh = -13
- zVAD death inh = -0.1
- Runt-SMMHC FRET = 0
- EBV gp42 inh = 3
- NCF1 inh = -9
- 14-3-3 Bad inh = 0

> CN1CCN(Cc2nc(N)nc(Nc3ccc4c(c3)OCCO4)n2)CC1
- Tb hexokinase = 3
- Hck-Nef inh = 1
- Runt-CBFb FRET = -1
- MDM2 E3 inh = -8
- zVAD death inh = -0.3
- Runt-SMMHC FRET = -4
- EBV gp42 inh = -6
- NCF1 inh = -13
- 14-3-3 Bad inh = -8[fluorescence artefact?]

> O=c1oc2ccccc2c(Nc2ccccc2)c1[N+](=O)[O-]
- Tb hexokinase = -5
- Hck-Nef inh = 7
- Runt-CBFb FRET = -3
- MDM2 E3 inh = 1
- zVAD death inh = 0.4
- Runt-SMMHC FRET = -8
- EBV gp42 inh = -5
- NCF1 inh = -4
- 14-3-3 Bad inh = -6

> Clc1cccc(Cc2ccc(Cl)nn2)c1
- Tb hexokinase = 6
- Hck-Nef inh = 26
- Runt-CBFb FRET = 1
- MDM2 E3 inh = -11
- zVAD death inh = 0.2
- Runt-SMMHC FRET = 0
- EBV gp42 inh = -1
- NCF1 inh = -3
- 14-3-3 Bad inh = -5

# Compound activity from PubChem BioAssay.
